Bioassay records as filed in PubChem BioAssay.
SIAE primary = blocks human sialic acid acetylesterase; Q9HAT2; SIAE FP-Rh probe binding, fluorescence polarization; inhibition, % at 9.66 µM; 370,000 compounds, 0.69% hits;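 active = inhibition above a cutoff: mean of compounds within the control limits plus 3 SD of those, cut at about 17% in these data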;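 also: 0% = plate median of compound wells and 100% = probe without SIAE protein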
Target sequence (Q9HAT2 whole entry, looked up): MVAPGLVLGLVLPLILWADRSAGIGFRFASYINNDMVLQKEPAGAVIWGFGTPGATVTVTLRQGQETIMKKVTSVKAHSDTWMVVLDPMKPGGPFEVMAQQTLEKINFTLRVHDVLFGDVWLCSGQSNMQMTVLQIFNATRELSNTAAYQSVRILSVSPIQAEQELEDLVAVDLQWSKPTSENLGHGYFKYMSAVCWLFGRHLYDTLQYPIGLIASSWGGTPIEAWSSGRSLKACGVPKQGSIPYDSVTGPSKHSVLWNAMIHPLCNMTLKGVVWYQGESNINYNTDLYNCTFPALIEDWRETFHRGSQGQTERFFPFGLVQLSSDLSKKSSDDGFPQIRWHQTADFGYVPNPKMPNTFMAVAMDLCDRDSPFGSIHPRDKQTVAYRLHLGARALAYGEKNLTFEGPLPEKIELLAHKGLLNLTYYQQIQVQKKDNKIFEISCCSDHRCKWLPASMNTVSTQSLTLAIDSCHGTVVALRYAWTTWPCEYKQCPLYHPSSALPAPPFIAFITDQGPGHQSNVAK
NR1D1 modulator = Rev-erb alpha (human) modulation; P20393; Rev-erbα–FITC-DNA binding, fluorescence polarization, 90 min; activity, % at 10 µM; 370,000 compounds, 0.79% hits;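 active = activity above about 14%, limit read from the data; passing the limit was not always enough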;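 also: 0% = DMSO wells with 35 nM protein and 100% = DMSO wells with 750 nM protein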
TCR CD3 inh = inhibitors of human TCR-CD3 interaction. TAMRA-labeled TCR probe fluorescence, biochemical. inhibition, % at 9.4 µM. 360,000 compounds, 0.37% hits. AID 651800; in the data active = inhibition above about 19%;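 also: recombinant mutant TCR 2C K166C tagged with TAMRA read by polarization; 0% = receptor in buffer alone and 100% = receptor with positive control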
LEDGF integ inh = blocks HIV-1 LEDGF/p75-dependent DNA integration; TR-FRET IN-LEDGF/p75 DNA integration, Eu/Cy5; inhibition, % at 3.7 µM; 370,000 compounds, 0.64% hits;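 active = inhibition above the screen-wide mean plus 3 SD, cut at about 13% in these data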;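 also: signal is the Cy5 over europium emission ratio at 671 and 618 nm; 0% = plate median of compound wells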
PRMT1 inh = inhibitors of human PRMT1; Q99873; recombinant PRMT1, activity-based probe fluorescence polarization; inhibition, % at 2.79 µM; 370,000 compounds, 1.3% hits;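 active = inhibition above about 21% made by adding two undisclosed values, limit read from the data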
HTRA1 inhibitor = HTRA1 (human) protease inhibition. Q92743. 340,000 compounds, 0.5% hits. recombinant HTRA1, FP-rhodamine activity-based probe, fluorescence polarization. inhibition, % at 5.96 µM; in the data active = inhibition above about 36%;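 also: 0% = enzyme with DMSO and 100% = wells lacking enzyme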
rCAG RNA binder = r(CAG) repeat RNA binding | TO-PRO-1 dye displacement fluorescence | inhibition, % at 3 µM | 370,000 compounds, 1.3% hits;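 active = inhibition above the plate cutoff, the mean of all test compounds on that plate plus 3 SD, cut at about 35% in these data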;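 also: 0% = DMSO alone and 100% = 100 µM mitoxantrone as full dye displacement; higher means more dye released from RNA so lower well fluorescence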
PG9 binder = small molecules binding HIV-1 gp120 antibody PG9 | inhibition, % at 6.7 µM | 360,000 compounds, 0.43% hits | TR-FRET gp120-PG9 antibody binding; in the data active = inhibition above about 8.5%
mABHD4 FP = ABHD4 (mouse) inhibition, primary FP screen; Q8VD66; purified mABHD4, FP-Rh probe fluorescence polarization; inhibition, % at 8.92 µM; 370,000 compounds, 0.54% hits; AID 720543;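 active = inhibition exceeding the mean over every tested compound plus 3 SD, cut at about 30% in these data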;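 also: 0% = plate median of compound wells and 100% = S159A mutant with DMSO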
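Assay system: mouse ABHD4 enzyme, wild type / Also added: fluorescent activity-based probe FP-Rh / Doses: single nominal dose of 8.92 µM, 0.89% DMSO final / Timing: 45 min compound pre-incubation plus 60 min probe step, 25 °C / Signal: FP readout, ex 525 nm / em 598 nm / Control set: S159A mutant/DMSO as 100%, compound-well median as 0%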
TDP2 inh = TDP2 (human) inhibition, absorbance primary screen. AID 720702. O95551. inhibition, % at 12.8 µM. recombinant TDP2, T5PNP hydrolysis, p-nitrophenol absorbance 415 nm. 370,000 compounds, 0.34% hits;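 active = inhibition above the mean of all tested compounds plus 3 SD, set per campaign, cut at about 25% in these data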;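 also: 0% = DMSO with enzyme and 100% = buffer with substrate but no TDP2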
Target sequence (O95551 whole entry, looked up): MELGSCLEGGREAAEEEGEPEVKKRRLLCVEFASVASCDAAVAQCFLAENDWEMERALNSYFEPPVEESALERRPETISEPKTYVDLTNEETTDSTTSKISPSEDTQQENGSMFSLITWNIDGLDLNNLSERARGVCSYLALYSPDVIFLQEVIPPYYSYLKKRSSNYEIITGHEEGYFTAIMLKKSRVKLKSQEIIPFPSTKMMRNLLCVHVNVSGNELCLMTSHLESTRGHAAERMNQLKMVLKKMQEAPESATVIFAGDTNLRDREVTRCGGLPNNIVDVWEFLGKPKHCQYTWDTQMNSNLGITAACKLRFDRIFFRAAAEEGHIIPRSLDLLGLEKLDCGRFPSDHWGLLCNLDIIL
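Assay system: recombinant human TDP2 / Reagent: T5PNP substrate at 5 mM, a TopII-DNA adduct mimic / Measured by: epi absorbance from released p-nitrophenol / Evaluation: % inhibition relative to enzyme-containing and enzyme-free wells / Control set: enzyme-free and DMSO wells / Replicates: each compound tested once, singlicate / Schedule: enzyme reaction with compound for 2 h at 37 °C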
An asterisk follows results filed as active; . = no result given. These rows are one share of the data; rates above refer to the full screens.

A first look, three compounds:
Molecule	PG9 binder	LEDGF integ inh	SIAE primary	TCR CD3 inh	NR1D1 modulator	rCAG RNA binder	mABHD4 FP	HTRA1 inhibitor	PRMT1 inh	TDP2 inh
CSc1ncccc1C(=O)N1CCCC(C(=O)c2cc(F)ccc2F)C1 (stereo not given)	-1.5	0	4	4	3	0	-8	-1	-4	18
COc1cccc(NC(=O)COC(=O)/C=C/c2ccco2)c1	0.2	20*	4	-4	2	18	-6	1	35*	4
COc1ccccc1C(=O)NC(=O)CSc1nnnn1C	-0.7	-3	-6	-2	-1	3	-1	4	7	-7

The whole of this part, repeating the preview:
Molecule	PG9 binder	LEDGF integ inh	SIAE primary	TCR CD3 inh	NR1D1 modulator	rCAG RNA binder	mABHD4 FP	HTRA1 inhibitor	PRMT1 inh	TDP2 inh
CSc1ncccc1C(=O)N1CCCC(C(=O)c2cc(F)ccc2F)C1 (stereo not given)	-1.5	0	4	4	3	0	-8	-1	-4	18
COc1cccc(NC(=O)COC(=O)/C=C/c2ccco2)c1	0.2	20*	4	-4	2	18	-6	1	35*	4
COc1ccccc1C(=O)NC(=O)CSc1nnnn1C	-0.7	-3	-6	-2	-1	3	-1	4	7	-7
COc1ccc(N2CCN(C(=O)CN3C(=O)NC4(CCCCCC4)C3=O)CC2)cc1	-2.2	0	-1	1	4	1	-3	3	-1	1
C/C(=N/NC(=O)c1cccs1)c1cccs1	0.4	-2	-4	-1	1	-1	-6	1	9	-21
c1ccc(COc2ccccc2CNC23CC4CC(CC(C4)C2)C3)cc1	-1.3	4	-2	-3	1	11	7	-21	-5	-16
Cc1ccccc1NC1=C/C(=N\S(=O)(=O)c2cccs2)c2ccccc2C1=O	-4.7	47*	7	-8	-5	8	28	18	6	62*
Cc1cccc(-c2ncc(CN3CCN(C4CCCC4)C(CCO)C3)cn2)c1 (stereo not given)	0.8	-3	-5	0	-3	-6	-3	4	-2	1
Cc1cccnc1Nc1nc(-c2ccc(O)cc2O)cs1	-1.6	0	8	5	-2	31	5	15	1	3
c1ccc(-c2csc(N3CCc4ccccc4C3)n2)cc1	-1.9	-3	0	6	4	0	0	-3	-1	0
CC(C)C(c1nnnn1Cc1ccccc1)N(CCCO)Cc1cc2cc3c(cc2[nH]c1=O)OCO3 (stereo not given)	-0.5	0	4	3	-2	-6	0	0	1	4
CN(CC(=O)Nc1ccccc1Cl)C1CCS(=O)(=O)C1 (stereo not given)	-2.0	0	-1	7	3	0	0	-3	-4	-7
CCC(CC)C(=O)N1CC(=O)Nc2ccc(F)cc2C1c1ccccc1 (stereo not given)	-1.5	-1	5	10	0	-7	1	0	-1	16
S=C(NCc1ccccc1)NCc1ccccn1	-2.5	-1	13	0	3	-1	4	0	-6	11
C/C(=N\NC(=O)CC1(C)OCCO1)c1cccs1	0.1	-4	12	2	3	2	3	6	1	4
CC(C)OC(=O)N(C)C[C@@H]1OCc2ccccc2-c2c(n(C)c3ccccc23)C(=O)N([C@@H](C)CO)C[C@H]1C	-1.8	8	1	-7	-1	2	-1	2	-4	-13
CC1=NNC(=O)C1C(c1cccc(O)c1)C(C#N)C#N (stereo not given)	-1.2	-4	4	3	-2	-2	-1	8	7	-7
Cn1c(=O)c2c(ncn2CC(COCc2ccc(Cl)cc2)OCc2ccc(Cl)cc2)n(C)c1=O (stereo not given)	1.8	-3	2	4	-5	-5	-2	-11	-4	-8
CCCC(=O)Nc1ccccc1NC(=O)c1cc(OC)c(OC)c(OC)c1	0.5	-2	-4	3	-2	-4	-4	-5	0	15
CN1CCCN=C1/C=C/c1cccs1	-2.7	-2	-6	5	-2	-2	9	-3	-1	-5
N#C/C(=C(/O)Cc1cccc2ccccc12)c1nc2ccccc2s1	0.5	-1	5	0	-1	8	8	1	2	0
O=c1c2ccccc2c(/C=N/c2nnc(Cc3ccccc3)s2)c(O)n1-c1ccc(Cl)cn1	-2.9	5	5	1	-4	12	-5	4	0	-16
COc1ccc(SC[C@H](C)CN2CC[C@H](NC(=O)OCc3ccccc3)CCC2=O)cc1	-0.8	-5	2	-7	-8	8	-2	-23	11	-5
O=C(O)COc1ccccc1/C=N/NC(=O)C(O)c1ccccc1 (stereo not given)	-2.4	-1	3	-2	3	1	1	-1	0	13
CC(NC(=O)Nc1ccc(Cl)cc1)c1ccc2c(c1)OCO2 (stereo not given)	-1.8	3	1	-7	5	3	-15	-15	-1	10

Three entries already listed, ordered by the value under HTRA1 inhibitor, high to low.
SMILES | PG9 binder | LEDGF integ inh | SIAE primary | TCR CD3 inh | NR1D1 modulator | mABHD4 FP | HTRA1 inhibitor | PRMT1 inh | TDP2 inh
CC1=NNC(=O)C1C(c1cccc(O)c1)C(C#N)C#N (stereo not given) | -1.2 | -4 | 4 | 3 | -2 | -1 | 8 | 7 | -7
COc1ccccc1C(=O)NC(=O)CSc1nnnn1C | -0.7 | -3 | -6 | -2 | -1 | -1 | 4 | 7 | -7
CC(NC(=O)Nc1ccc(Cl)cc1)c1ccc2c(c1)OCO2 (stereo not given) | -1.8 | 3 | 1 | -7 | 5 | -15 | -15 | -1 | 10

The list continues:
Molecule	PG9 binder	LEDGF integ inh	SIAE primary	TCR CD3 inh	NR1D1 modulator	rCAG RNA binder	mABHD4 FP	HTRA1 inhibitor	PRMT1 inh	TDP2 inh
COc1ccc(C(=O)N2CCCC(O)C2)cc1OC1CCN(C(C)C)CC1 (stereo not given)	0.4	-5	-4	-10	-6	-6	-11	-2	8	-17
COc1cccc(-c2sc3ccccc3c2-c2ccc(OCCN3CCCC3)cc2)c1	0.8	2	-2	9	1	2	27	-25	-3	0
COc1cc2oc(=O)cc(CN(Cc3ccccc3)Cc3ccccc3)c2cc1Cl	-0.2	0	2	-7	5	7	-3	.	-3	3
O=C(OCC(=O)N1CCc2ccccc21)c1c2c(nc3ccccc13)CCCC2	1.5	0	-9	44*	-4	5	-4	-48	-3	3
Cc1cc(C(=O)OCC(=O)NC(C)C)c(C)o1	0.7	2	6	5	-2	3	-2	5	-3	0
O=C1c2cccc(-c3ccc(C(F)(F)F)cc3)c2C2CC=CCN12 (stereo not given)	-0.1	-4	-2	-2	14	-1	2	.	-1	-6
Cc1ccc2oc(C(=O)NCc3ccccc3)cc(=O)c2c1	-0.6	1	0	-2	1	-3	1	3	0	1
COc1ccc(CCNC(=O)c2cc(S(=O)(=O)N3CCC4(CC3)OCCO4)ccc2F)cc1OC	0.8	-5	-9	-6	2	-3	-6	-1	11	-10
CC1=C(C)/C(=N\OS(=O)(=O)c2ccc(C)cc2)C=CC1=O	-0.5	0	9	6	-2	2	8	2	24*	-4
O=C(Oc1nsnc1N1CCCCC1)N1CCOCC1	1.0	-3	-1	-1	1	-1	0	15	1	-8
COCC(C)n1c(SCC(=O)Nc2c(C)n(C)n(-c3ccccc3)c2=O)nc2ccccc2c1=O (stereo not given)	-1.9	-5	-5	4	-2	1	9	9	-1	-2
CCOC(=O)Cc1csc(NC(=O)C(CC(C)C)NC(=O)C2CCCCC2)n1 (stereo not given)	0.7	5	-2	4	11	-7	-7	3	-5	-11
CCC(=O)N(CCC(c1ccco1)c1ccccc1OC)Cc1cccs1 (stereo not given)	1.9	0	5	-4	12	4	5	-29	9	6
CC(=O)NN1C(=O)/C(=C/c2ccc(C(C)C)cc2)SC1=S	0.5	1	-10	1	4	2	3	1	3	0
O=C(O)c1ccccc1CSc1nc2ccccc2n1Cc1ccccc1C(=O)O	-1.9	-2	2	4	3	6	1	-2	-2	-3
COC1CCN(C(=O)CC2C(=O)NCCN2CC(C)(C)C)CC1 (stereo not given)	0.7	0	3	10	0	-6	7	3	4	2
C=CCn1c(-c2cccc(S(=O)(=O)N3CCOCC3)c2)n[nH]c1=S	0.1	1	6	8	0	1	8	-2	-3	-2
O=S(=O)(c1ccccc1)c1cnn(-c2ccccc2)c1-c1ccc(Cl)cc1	0.2	-1	-4	0	1	-2	-10	-27	-1	-3
CCn1nc(C)cc1C(=O)NC1CC(C)(C)Cc2c1cnn2-c1cccc(F)c1 (stereo not given)	-4.2	-2	0	0	-3	-10	0	-6	0	-5
COc1ccc2cc3cc(C(=O)NCC4COc5ccccc5O4)oc3nc2c1 (stereo not given)	6.2	2	-10	-3	22	3	2	-8	0	1
C[C@H]1[C@H](c2ccccc2)Oc2cc(Br)ccc2S(=O)(=O)N1Cc1ccc(Cl)cc1	-0.6	1	-10	2	0	4	-3	.	0	5
O=C(/C=C/c1ccccc1)NC(=S)Nc1ccccc1C(=O)NC1CCCCC1	-0.1	0	-6	-6	-4	1	0	0	3	2
Cc1oc(C(C)(C)C)cc1C(=O)NC(Cc1ccccc1)C(=O)O (stereo not given)	0.1	-3	3	1	0	8	1	4	-1	6
COc1ccc(Br)cc1CN(C)C(=O)C1=CC=CN2CCS(=O)(=O)N=C12	-0.7	-1	2	0	-7	4	-1	2	0	-4
CCOc1ccc(-n2cc(C(=O)Nc3cccc(OC)c3)c3cc(OC)c(OC)cc3c2=O)cc1	-1.9	-1	-10	2	-2	10	-25	-45	0	0

Next part.
Molecule	PG9 binder	LEDGF integ inh	SIAE primary	TCR CD3 inh	NR1D1 modulator	rCAG RNA binder	mABHD4 FP	HTRA1 inhibitor	PRMT1 inh	TDP2 inh
CCc1nc2c(OCC(=O)C(C)(C)C)cccn2c1N(C)C(=O)C1CC1	0.2	3	7	0	0	-1	5	.	2	15
O=C(c1cc(-c2ccc(Cl)cc2Cl)on1)N1CCCCCC1	0.2	4	0	12	-5	-3	9	-4	-1	9
Fc1ccc(CNc2ncnc3c2cnn3-c2ccccc2)cc1	-0.6	-3	-1	-8	-2	-2	-16	-31	0	-7
Cc1ccc(NC(=O)Cc2nnc(SCC(=O)Nc3ccc(N4CCOCC4)cc3)n2C)cc1	0.8	-2	6	-2	0	-2	7	13	-3	1
CCn1cc(Cl)c(C(=O)Nc2ccc3c(c2)OCCO3)n1	-0.6	-2	1	3	5	-1	-5	2	0	13
CCc1ccc(NC(=S)N(CCCN2CCOCC2)Cc2ccco2)cc1	-2.0	-1	-3	2	-3	-6	4	-3	2	9
CC(=O)N1CCC(C(=O)Nc2nc(-c3ccccc3)ns2)CC1	-2.2	-2	2	8	1	6	1	-4	-2	-12
NC(c1csc(Nc2ncccn2)n1)c1ccccc1Cl (stereo not given)	-0.8	10	-2	-14	-3	9	-1	.	-4	-12
CCOc1ccc(NC(=O)C2CCCN(C(=O)NCc3ccccc3)C2)cc1 (stereo not given)	0.3	-1	-3	1	-1	-5	2	-2	3	2
Cc1cc(Cn2nc(C(=O)NCc3cccc(C(F)(F)F)c3)cc2-c2ccccc2)on1	0.2	2	-6	4	0	-10	-14	-35	-2	-6
CN1C(=O)c2ccc(N(C)C)cc2C1=O	-2.7	-1	4	4	7	-4	8	5	4	2
Cc1csc(=O)n1CC(=O)OCc1nnc(-c2ccc([N+](=O)[O-])cc2)o1	-0.4	-4	3	-5	-4	6	7	3	4	-2
C=CCSc1nnc(-c2c[nH]c3ccccc23)n1CC	-0.4	2	3	-3	2	1	-8	-2	-1	-8
